DTT redox prof: compounds producing H2O2 with reducing agent – biochemical, NIH compound library profiling, artefact control for MLSCN library redox annotation, primary screen; activation, % at 10 µM; AID 878; DTT-dependent redox cycling H2O2, phenol red/HRP absorbance; 100% = 100 µM peroxide control, 0% = buffer; actives 0.03% (n = 200,000);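 active means activation of at least 50% relative to the plate's high and low controls in the primary single-dose screen; inactive means activation below 50%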;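 further: compound incubated with DTT at 0.8 mM final as the reducing agent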
RAM inhibit: blocks the yeast RAM network. S. cerevisiae dse1pr::URA3 reporter, 5-FOA growth OD615, 2 d; analog-sensitive cbk1-as2 kinase mutant strain. inhibition, % at 50 µM. actives 1.8% (n = 190,000);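 active means inhibition above a set limit, 3 SD over mean compound inhibition, cut at about 8.4% in these data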;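 further: 0% = DMSO-only wells with no growth and 100% = 10 µM 1-NA-PP1 full growth; inhibition rescues growth on 5-FOA so higher OD means more RAM inhibition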
Diaphorase inh: diaphorase inhibition or chemical oxidation counter-screen; diaphorase resazurin-to-resorufin fluorescence, NADH, 16 min; bacterial (C. kluyveri) enzyme, not human; AID 1217; actives 0.69% (n = 190,000); inhibition, % at 20 µM;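 active means primary screen inhibition at 20 µM above a set limit, cut at about 50% in these data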;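 further: plate controls were DMSO with full reaction for no effect and wells lacking NADH for full effect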
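material = Clostridium kluyveri diaphorase enzyme | amount = 0.14 U/mL diaphorase, enzyme working solution | schedule = incubation 16 min, room temperature | detection = fluorescence of resorufin formed from resazurin, Ex 544/Em 590 nm | benchmarks = positive control minus NADH, DMSO neutral control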
PMI act satM6P: activators of human phosphomannose isomerase at near-saturating mannose 6-phosphate. activation factor at 20 µM. coupled PMI enzyme assay, resazurin fluorescence, 20 min; stronger effect = higher value; 1 = untreated enzyme, 0 = substrate-free blank. P34949. AID 1216. actives 0.34% (n = 190,000);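 active means activation factor of 2 or more at 20 µM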
Target sequence (P34949 whole entry, looked up): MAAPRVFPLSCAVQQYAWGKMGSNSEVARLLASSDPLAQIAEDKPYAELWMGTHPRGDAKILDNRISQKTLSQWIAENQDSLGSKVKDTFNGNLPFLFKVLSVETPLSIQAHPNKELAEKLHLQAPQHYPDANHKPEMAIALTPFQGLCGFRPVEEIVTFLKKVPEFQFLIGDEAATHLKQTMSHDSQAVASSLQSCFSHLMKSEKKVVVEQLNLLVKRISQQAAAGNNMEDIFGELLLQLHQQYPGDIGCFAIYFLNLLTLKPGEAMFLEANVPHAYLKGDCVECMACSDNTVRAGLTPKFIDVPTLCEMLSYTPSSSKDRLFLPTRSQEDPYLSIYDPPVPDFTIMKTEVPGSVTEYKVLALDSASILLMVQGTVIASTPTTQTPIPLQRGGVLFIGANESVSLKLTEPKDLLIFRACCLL
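test system = human PMI in coupled enzyme assay | medium = HEPES-buffered pH 7.4 with magnesium and detergent | also added = 1.0 mM mannose-6-phosphate substrate with 0.22 mM NADP+ | compound = 20 µM single dose | times = 20 min incubation at room temperature | measured by = resorufin fluorescence (Ex 544/Em 590 nm) from resazurin via diaphorase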
TLR4 MyD88 comp: blocks binding of human TLR4 to MyD88; AID 861; HeLa CL3-4 TLR4/MyD88 BLA complementation, FRET ratio; O00206+Q99836; inhibition, % at 8.4 µM; actives 0.18% (n = 200,000); in the data active means inhibition above about 25%;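 further: 0% = vehicle and 100% = reference inhibitor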
G6PDH counter: inhibits Leuconostoc G6PDH, flagging false hits in G6PDH-based assays. inhibition, % at 5 µM. Purified L. mesenteroides G6PDH, diaphorase/resazurin coupled fluorescence, 45 min. AID 1020. actives 0.12% (n = 200,000)
Lmaj promast: Leishmania major promastigote growth inhibition. Leishmania major promastigotes, resazurin fluorescence viability. inhibition, % at 10 µM. actives 9% (n = 200,000). AID 1063;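 further: promastigotes grown with compound for 44 hours at 28 °C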
Diaphorase act: activates diaphorase or chemically reduces, flagging diaphorase assay artifacts | Diaphorase/resazurin coupled assay, resorufin fluorescence, 16 min; stronger effect = higher value; 1 = vehicle wells, 0 = NADH-free wells | activation factor at 20 µM | actives 0.005% (n = 190,000);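 active means diaphorase activity raised at least twofold by the compound at 20 µM; inactive means activation factor below 2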
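Measured by – red resorufin fluorescence at 544/590 nm excitation/emission · Test system – Clostridium kluyveri diaphorase, purified enzyme · Incubation – reaction time 16 min, room temperature · Buffer or medium – 50 mM HEPES pH 7.4 with 4.542 mM MgCl2, 0.005% Tween 20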
S1P3 antagonist: S1P3 (human) receptor antagonism. Q99500. CHO S1P3 NFAT-BLA reporter, FRET fluorescence, antagonist mode. inhibition, % at 4.98 µM. actives 0.27% (n = 170,000). AID 485;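 active means inhibition above the plate cutoff, the mean inhibition of test wells on that plate plus 3 SD, cut at about 28% in these data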;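 further: cells challenged with S1P at its EC80 of 0.8 µM; blue over green emission ratio from cleaved BLA substrate after 4 h stimulation; 0% = S1P-stimulated wells and 100% = unstimulated DMSO-only wells; some compounds past the cut are filed as inactive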
Target sequence (Q99500 whole entry, looked up): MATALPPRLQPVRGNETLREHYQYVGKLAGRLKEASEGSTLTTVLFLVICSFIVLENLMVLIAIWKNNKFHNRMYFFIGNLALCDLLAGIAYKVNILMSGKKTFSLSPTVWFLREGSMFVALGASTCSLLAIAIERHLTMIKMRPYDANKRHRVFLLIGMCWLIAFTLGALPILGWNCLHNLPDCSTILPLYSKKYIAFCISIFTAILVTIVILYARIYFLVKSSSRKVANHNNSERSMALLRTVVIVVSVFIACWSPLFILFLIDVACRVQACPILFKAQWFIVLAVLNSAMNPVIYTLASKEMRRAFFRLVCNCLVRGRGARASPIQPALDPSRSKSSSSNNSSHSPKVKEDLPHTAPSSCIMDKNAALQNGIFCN
PMI act: increases human mannose-6-phosphate isomerase activity; P34949; purified human PMI, coupled resazurin fluorescence, 20 min; stronger effect = higher value; 1 = vehicle control, 0 substrate-free wells; activation factor at 20 µM; actives 0.005% (n = 190,000); AID 1214;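 active means activation factor of 2 or more at 20 µM, relative to plate controls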
Hsp70 act: switches on Hsp70 transcription. HeLa Hsp70 promoter luciferase reporter, luminescence; scaled: vehicle 0, proteasome-inhibitor control 100%. activation, % at 10 µM. actives 0.04% (n = 200,000);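 active means activation above the mean across all tested compounds plus 3 SD, cutoff set per campaign, cut at about 5.5% in these data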;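 further: 100% = MG132 at 30 µM as the positive control and 0% = DMSO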
Numbers without * were called inactive; · = no result given. Unless noted, no stated cut-off is given here; in the data, active means inhibition above about 50%; inactive means the rest.

Start of the listing, in advance:
1: CC(Oc1ccc(Cl)cc1)C(=O)Nc1ncccn1 (stereo unspecified)
2: CC(=O)Nc1ccc(S(=O)(=O)N2CCC(NC(C)=O)(c3cccc(F)c3)CC2)cc1
3: Cc1cccc(OCc2ccc(C(=O)Nc3ccc(F)cc3)cc2)c1
entry no.	1	2	3
DTT redox prof	-0.2	0.4	0.9
RAM inhibit	-0.6	1.2	4.0
Diaphorase inh	-5	14	0
PMI act satM6P	1.1	1	1.1
TLR4 MyD88 comp	-4	8	14
G6PDH counter	6	1	-12
Lmaj promast	-2	-4	-9
Diaphorase act	1	0.9	1
S1P3 antagonist	-6	·	-9
PMI act	1.1	1	1
Hsp70 act	-0.3	-0.1	-0.2

The listing, repeating the preview:
1: CC(Oc1ccc(Cl)cc1)C(=O)Nc1ncccn1 (stereo unspecified)
2: CC(=O)Nc1ccc(S(=O)(=O)N2CCC(NC(C)=O)(c3cccc(F)c3)CC2)cc1
3: Cc1cccc(OCc2ccc(C(=O)Nc3ccc(F)cc3)cc2)c1
4: Oc1ccc(-c2n[nH]c(=S)n2-c2ccc3c(c2)OCCO3)c(O)c1
5: COc1ccc(NC(=O)c2ccc3c(=O)n(-c4ccc(OC)cc4OC)c(=S)[nH]c3c2)c(OC)c1
6: CN(C(=O)COc1ncnc2sccc12)c1ccccc1
7: Cc1nc2nc(SCC(=O)NCc3ccco3)nn2c(C)c1Cc1c(F)cccc1Cl
8: O=C(c1cccc(C(F)(F)F)c1)c1c[nH]c(C(=O)NCCCN2CCOCC2)c1
entry no.	1	2	3	4	5	6	7	8
DTT redox prof	-0.2	0.4	0.9	-0.2	0.1	-0.8	-1.1	-2.5
RAM inhibit	-0.6	1.2	4.0	0.4	4.5	0.1	0.9	2.3
Diaphorase inh	-5	14	0	37	27	9	30	3
PMI act satM6P	1.1	1	1.1	0.9	0.9	0.9	1	1.1
TLR4 MyD88 comp	-4	8	14	-21	-2	-1	-5	-2
G6PDH counter	6	1	-12	6	-4	2	4	7
Lmaj promast	-2	-4	-9	-2	69*	1	18	-13
Diaphorase act	1	0.9	1	0.6	0.7	0.9	0.7	1
S1P3 antagonist	-6	·	-9	-21	-3	-6	·	5
PMI act	1.1	1	1	1	0.9	0.9	1	1.1
Hsp70 act	-0.3	-0.1	-0.2	0.1	0.1	0.2	-0.2	0.0

9: Cc1c(C#N)c(N)c(C(=O)c2ccccc2)n1Cc1ccccc1
10: COc1cccc(NC(=O)c2cc([N+](=O)[O-])ccc2NC(=O)CNCC2CCCO2)c1 (stereo unspecified)
11: CC(C)(C)c1ccc(C(=O)c2c[nH]c(C(=O)NCC3CCCO3)c2)cc1 (stereo unspecified)
12: Cn1nc(C(=O)OCC(=O)N2CCc3ccccc32)c2ccccc2c1=O
13: CCN(CC)C(=O)c1cnn(-c2ccccc2)c1NC(=O)c1ccco1
14: CCc1ccc(OCC(=O)NNC(=O)CSc2ncnc3sc(C)c(C)c23)cc1
15: Cn1c(SCc2nc(-c3cccs3)no2)nnc1C1CCCCC1
16: O=C(CN1CCN(Cc2ccc(Cl)cc2)CC1)N/N=C/c1ccncc1
entry no.	9	10	11	12	13	14	15	16
DTT redox prof	0.1	-0.9	2.0	1.2	0.1	-4.8	-0.2	-0.6
RAM inhibit	0.7	-0.6	5.5	1.1	0.6	2.6	0.5	0.8
Diaphorase inh	7	13	5	6	8	-12	7	7
PMI act satM6P	0.9	0.9	0.9	1	1	1.1	1	1
TLR4 MyD88 comp	7	0	-15	-6	10	-11	-3	-3
G6PDH counter	-2	4	-8	7	14	6	-4	-6
Lmaj promast	36	10	-3	5	-4	-6	-2	18
Diaphorase act	0.9	0.9	0.9	0.9	0.9	1.1	0.9	0.9
S1P3 antagonist	·	-16	·	12	·	·	-3	0
PMI act	0.9	0.9	0.9	1	1	1	1	1
Hsp70 act	-0.3	-0.2	0.2	-0.1	-0.2	-0.3	-0.1	-0.5

17: CCOC(=O)N1CCN(C(=S)NC(=O)c2cc(Br)ccc2Cl)CC1
18: N#Cc1c(/N=C/c2cccs2)sc2c1CCCCC2
19: CCN(CC)S(=O)(=O)c1ccc(C(=O)OCn2nnc3ccccc3c2=O)cc1
20: O=C(NCC1CCCO1)C(c1cccs1)N(Cc1cccs1)C(=O)Cn1nnc(-c2cccs2)n1 (stereo unspecified)
21: COc1ccc(N2CCN(C(=O)CSc3nc4[nH]ncc4c(=O)n3-c3cccc4ccccc34)CC2)cc1
22: Cn1c(=O)cc(N)n(Cc2ccccc2)c1=O
23: CCc1cc(-c2onc(C)c2-c2cscn2)c(O)cc1OC
24: O=C(NCc1ccccn1)C1CCN(S(=O)(=O)N2CCCC2)CC1
entry no.	17	18	19	20	21	22	23	24
DTT redox prof	-0.2	0.7	2.0	0.0	-0.7	-0.1	-0.7	-0.9
RAM inhibit	2.6	0.6	4.8	3.8	2.5	-0.5	7.8	0.9
Diaphorase inh	15	25	19	12	14	18	8	4
PMI act satM6P	1	0.9	0.9	0.9	0.9	0.9	0.9	1
TLR4 MyD88 comp	-10	-2	2	2	-4	5	-7	-3
G6PDH counter	-5	7	-5	-1	5	14	5	0
Lmaj promast	-3	4	-2	27	10	-6	8	-3
Diaphorase act	0.8	0.7	0.8	0.9	0.9	0.8	0.9	1
S1P3 antagonist	-7	57*	-54	·	3	-26	-24	·
PMI act	1	0.8	0.9	0.9	0.9	0.9	1	1
Hsp70 act	0.6	-0.1	-0.1	0.2	-0.2	0.1	-0.2	-0.2

25: CN1CCN(CC(=O)Nc2ccc([N+](=O)[O-])cc2Br)CC1
26: CC(C)NC(=O)c1cc2c(-c3ccc(Cl)cc3)nn(C)c2s1
27: CCc1nc(NCc2ccc3c(c2)OCO3)c2oc3ccccc3c2n1
28: O=C(CSc1nc(N2CCCCC2)nc(N2CCCCC2)n1)NC1CCCCC1
29: Cc1ccc(NC(=O)C2CCN(S(=O)(=O)c3c(C)noc3/C=C/c3ccco3)CC2)nc1
30: CCn1c(SCC(=O)NNC(=O)c2ccccc2)nnc1-c1ccncc1
31: CCOC(=O)C1C(=O)CC(C)(O)C(C(=O)OCC)C1c1cccc(OC(F)(F)C(F)F)c1 (stereo unspecified)
32: CCOc1ccc(C(=O)NC2CC3CCCC(C2)N3CC(C)C)cc1 (stereo unspecified)
entry no.	25	26	27	28	29	30	31	32
DTT redox prof	-0.2	0.0	-0.5	3.0	0.4	0.0	-2.8	-0.4
RAM inhibit	1.3	2.5	-0.7	·	4.5	1.3	2.4	0.0
Diaphorase inh	7	20	22	·	22	8	24	7
PMI act satM6P	1.1	0.9	0.9	·	0.9	1	0.9	1
TLR4 MyD88 comp	-26	4	-18	-8	-2	-2	13	0
G6PDH counter	7	6	3	·	-20	6	3	-2
Lmaj promast	0	5	72*	5	16	-6	-5	4
Diaphorase act	0.9	0.8	0.8	·	0.8	0.9	0.8	0.9
S1P3 antagonist	-8	28	·	-15	-10	·	20	11
PMI act	1	0.9	1	·	0.9	0.9	0.9	1
Hsp70 act	-0.1	0.1	0.6	-0.1	0.1	0.3	-0.1	-0.1

Four compounds from above, arranged by the number in TLR4 MyD88 comp, high to low.
no.	compound	TLR4 MyD88 comp
20	O=C(NCC1CCCO1)C(c1cccs1)N(Cc1cccs1)C(=O)Cn1nnc(-c2cccs2)n1 (stereo unspecified)	2
16	O=C(CN1CCN(Cc2ccc(Cl)cc2)CC1)N/N=C/c1ccncc1	-3
12	Cn1nc(C(=O)OCC(=O)N2CCc3ccccc32)c2ccccc2c1=O	-6
14	CCc1ccc(OCC(=O)NNC(=O)CSc2ncnc3sc(C)c(C)c23)cc1	-11

Continuation.
33: Cc1ccc2nc(N3C(=O)C(O)=C(C(=O)c4cc5ccccc5o4)C3c3cccs3)sc2c1 (stereo unspecified)
34: c1ccc(-n2c(-c3ccco3)nnc2-c2ccco2)cc1
35: O=C(O)c1cc(NS(=O)(=O)c2ccc(N3CCOCC3)c([N+](=O)[O-])c2)cc(C(=O)O)c1
36: O=C(CSc1ncnc2c1oc1ccccc12)NCC1CCCO1 (stereo unspecified)
37: CC1CN(c2oc(-c3ccco3)nc2C#N)CC(C)O1 (stereo unspecified)
38: CCOc1ccccc1Nc1nnc(SCc2ccc(C(=O)OC)o2)s1
39: O=C(CCCCn1c(=O)[nH]c2ccsc2c1=O)NCc1ccc2c(c1)OCO2
40: O=C(N/N=C/c1ccc([N+](=O)[O-])cc1)C(=O)N1CCCC1
entry no.	33	34	35	36	37	38	39	40
DTT redox prof	2.4	0.1	-0.2	0.7	-2.8	-0.9	0.0	-0.8
RAM inhibit	1.1	-0.2	3.1	·	0.1	6.4	4.2	1.5
Diaphorase inh	12	20	15	·	8	36	14	-5
PMI act satM6P	2*	0.9	1	·	0.9	0.8	1	1
TLR4 MyD88 comp	0	0	-14	6	-10	-2	-4	-2
G6PDH counter	8	0	0	·	-1	-2	1	4
Lmaj promast	-3	2	44	-1	0	-4	2	-5
Diaphorase act	0.9	0.8	0.9	·	0.9	0.6	0.9	1.1
S1P3 antagonist	·	·	-17	-15	-23	-26	·	-17
PMI act	1.4	0.9	0.9	·	0.9	0.8	1	1
Hsp70 act	-0.1	-0.6	-0.2	0.2	-0.4	-0.6	0.0	-0.2

41: O=C(/C=C/c1ccco1)Nc1cccc(NC(=O)/C=C/c2ccco2)n1
42: CCOc1ccc(-n2c(SCC(=O)NCc3ccco3)nnc2-c2c[nH]c3ccccc23)cc1
43: CCC(C)(C)n1nnnc1C(c1ccc(O)cc1)N1CCc2ccccc2C1 (stereo unspecified)
44: O=C(CCC(=O)c1cccs1)Nc1ccc(N2CCCCC2)cc1
45: CCOC(=O)N1CCN(C(=O)c2oc3ccc(S(=O)(=O)N4CCOCC4)cc3c2C)CC1
entry no.	41	42	43	44	45
DTT redox prof	0.6	0.3	1.1	-0.3	-1.0
RAM inhibit	1.2	1.0	2.2	1.2	1.5
Diaphorase inh	30	19	23	8	-7
PMI act satM6P	1.6	0.8	0.9	0.8	1
TLR4 MyD88 comp	1	-6	2	2	-1
G6PDH counter	1	-29	11	-3	10
Lmaj promast	64*	93*	1	30	-7
Diaphorase act	0.7	0.8	0.8	0.9	1.1
S1P3 antagonist	-5	·	6	-6	·
PMI act	1.5	0.9	0.9	0.9	0.9
Hsp70 act	0.3	-0.1	-0.3	0.4	-0.3
